IDH1 R132H inh – blocks human mutant IDH1 R132H enzyme; O75874; IDH1-R132H enzyme, NADPH consumption, diaphorase/resazurin fluorescence; Potency, µM (top dose mostly 76.6 µM), inactives show at the highest dose activity change, negative = inhibition, hits mostly inhibitors; 0.093% of 390,000 active; AID 602179; note: potency is the fitted concentration of half-maximal effect; % is set by controls: 0 for no effect and ±100 for the full control effect; nearly all actives have a fitted effect of over 65% in size
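IDH1-R132H (0.5 ug/mL dispensed) in pH 7.5 Tris buffer was preincubated 30 min with compound, then given a substrate mix of 0.016 mM NADPH and 2 mM alpha-KG for 80 min at room temperature; remaining NADPH was read by diaphorase/resazurin fluorescence.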
TRHR agonist – agonists of human TRH receptor; P34981; TRHR cells, calcium flux fluo-8, FDSS agonist mode; activation, % at 2 µM; 0.18% of 360,000 active; in the data active = activation above about 30%; note: 0% is about no effect
Target sequence (P34981 whole entry, looked up): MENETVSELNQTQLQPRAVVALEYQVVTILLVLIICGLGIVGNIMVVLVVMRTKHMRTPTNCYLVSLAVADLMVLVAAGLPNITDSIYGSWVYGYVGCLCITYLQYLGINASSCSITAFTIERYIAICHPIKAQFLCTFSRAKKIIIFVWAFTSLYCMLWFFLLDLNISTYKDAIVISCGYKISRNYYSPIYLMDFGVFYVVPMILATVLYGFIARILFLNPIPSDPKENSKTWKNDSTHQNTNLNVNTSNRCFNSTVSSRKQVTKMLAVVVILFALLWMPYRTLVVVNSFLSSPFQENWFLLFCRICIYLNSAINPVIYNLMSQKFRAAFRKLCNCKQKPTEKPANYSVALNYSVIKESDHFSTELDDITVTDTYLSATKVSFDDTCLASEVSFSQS
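TRHR-expressing cells, plated overnight in medium with 10% serum, were loaded with fluo-8 calcium dye at room temperature. After a 10 s baseline, library compound was pin-added and calcium release was recorded kinetically (ex 480/em 530) as agonist response.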
D2 ag – D2 dopamine receptor (human) agonism. P14416. HEK293 T-REx D2 cells, calcium flux agonist mode. activation, % at 2 µM. 0.53% of 340,000 active. AID 485358;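 active = activation over 3 SD above normal in the single-dose calcium agonist read, cut at about 30% in these data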; note: 0% is about no effect
Target sequence (P14416 whole entry, looked up): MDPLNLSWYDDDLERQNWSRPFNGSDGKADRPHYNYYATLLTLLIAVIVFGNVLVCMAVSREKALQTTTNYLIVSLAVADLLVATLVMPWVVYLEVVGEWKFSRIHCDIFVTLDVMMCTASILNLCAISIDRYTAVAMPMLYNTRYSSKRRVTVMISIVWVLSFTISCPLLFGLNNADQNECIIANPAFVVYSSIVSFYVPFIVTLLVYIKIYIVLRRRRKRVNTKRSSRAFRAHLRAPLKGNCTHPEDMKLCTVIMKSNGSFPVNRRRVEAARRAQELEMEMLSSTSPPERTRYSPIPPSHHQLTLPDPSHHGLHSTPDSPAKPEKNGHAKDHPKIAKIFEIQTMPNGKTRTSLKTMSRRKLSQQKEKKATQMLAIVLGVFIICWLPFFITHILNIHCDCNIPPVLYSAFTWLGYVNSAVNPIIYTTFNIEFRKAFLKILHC
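Tetracycline-induced HEK293 Trex cells with D2 receptor force-coupled to calcium signaling, plated overnight at 30 C and loaded with no-wash calcium dye. Calcium flux read kinetically for 180 s after compound addition; responses flag agonists.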
TRHR enhancer – allosterically enhances the human TRH receptor; P34981; 0.66% of 360,000 active; TRHR cells, fluo-8 calcium fluorescence, EC20 TRH enhancement; enhancement, % at 2 µM; in the data active = enhancement above about 30%; note: 0% is about no effect
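Enhancer read-out: after compound pinning and an initial kinetic agonist-mode read, an EC20 of TRH (10 nM final) was injected and fluo-8 calcium signal (Ex 480/Em 530) followed at 1 s/cycle for 100 cycles in TRHR-expressing cells.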
D2 antag – antagonizes the human D2 dopamine receptor. inhibition, % at 10 µM. 2% of 340,000 active. P14416. HEK293 TREx D2 cells, calcium flux, dopamine EC80; in the data active = inhibition above about 30%; note: 0% is about no effect
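Overnight-induced (tetracycline, 30 C) HEK293 T-REx cells carrying force-coupled D2 receive a no-wash calcium dye, then compound, then EC80 dopamine at 180 s; signals are read kinetically throughout.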
USP1-UAF1 inh – USP1/UAF1 (human) deubiquitinase inhibition | recombinant USP1/UAF1, Ub-Rhodamine cleavage fluorescence | 0.23% of 390,000 active | Potency, µM (highest dose often 57.1 µM), without a hit: top-dose activity change, negative = inhibition, hits mostly inhibitors | AID 743255 | O94782; note: potency is the fitted concentration of half-maximal effect; % is set by controls: 0 for no effect and ±100 for the full control effect; nearly all actives have a fitted effect of over 60% in size; inactives centre near -12
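1 nM enzyme complex + cpd, 15 min RT; start with Ub-Rho 150nM final; kinetic fluorescence ex 480/em 540, 6 reads q60 s. Buffer 50mM HEPES pH 7.8, 0.5mM EDTA, 0.1 mg/ml BSA, 1mM TCEP, 0.01% Tween-20.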
TrxR1 substrate – rat thioredoxin reductase 1 substrate activity. O89049. 0.01% of 390,000 active. purified TrxR1 substrate turnover, NADPH consumption readout. AID 588456. Potency, µM (doses to about 114 µM), inactives show top-dose activity change, negative = substrate turnover; note: potency is the fitted concentration of half-maximal effect; % is set by controls: 0 for no effect and ±100 for the full control effect; nearly all actives have a fitted effect of over 50% in size
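Rat TrxR1, dispensed at 90 nM, was prereduced with 400 uM NADPH (final) for 5 min at ~22 deg C, then incubated with compound 15 min before 400 uM selenite. A first-read NADPH fluorescence drop versus no-compound background flagged substrates.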
TrxR1 inh – blocks rat thioredoxin reductase 1 | O89049 | recombinant rTrxR1, NADPH fluorescence consumption, selenite substrate | Potency, µM (titrated, usually from 114 µM), without a hit: at the top dose activity change, negative = inhibition, actives largely listed as inhibitors | 1% of 390,000 active | AID 588453; note: potency is the fitted concentration of half-maximal effect; % is set by controls: 0 for no effect and ±100 for the full control effect; nearly all actives have a fitted effect of over 65% in size
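Rat TrxR1 (90 nM in the dispensed reagent) was pre-reduced with 400 uM NADPH for 5 min at room temperature, then incubated with compound for 15 min. After 400 uM selenite was added, NADPH fluorescence (Ex 340/Em 450 nm) was followed for 8 min.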
Pin1 inhibitor – blocks the human prolyl isomerase Pin1. Q13526. Pin1 FP peptide displacement, HiFluor488, 10 min. Potency, µM (highest dose often 115 µM), without a hit: at the highest dose activity, negative = inhibition, most hits filed as inhibitors. 0.009% of 390,000 active. AID 504891; active = well fitted inhibition curve with a large enough effect in the polarisation, with a control signal flat, not every such curve was filed as active; inconclusive = small, poorly fitted or top-dose-only effect, or effect the other way, or a change in a side signal; inactive = no such curve, though single readings can be large or run the other way; the % refers to the polarisation; note: potency is the fitted concentration of half-maximal effect; % is set by controls: 0 for no effect and ±100 for the full control effect
Target sequence (Q13526 whole entry, looked up): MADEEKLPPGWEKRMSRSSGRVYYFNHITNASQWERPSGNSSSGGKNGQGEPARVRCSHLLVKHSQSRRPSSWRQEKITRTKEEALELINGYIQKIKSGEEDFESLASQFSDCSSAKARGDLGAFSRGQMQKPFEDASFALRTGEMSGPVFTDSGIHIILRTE
Starred values were filed as active, the others as inactive; ? = inconclusive; · = not tested or not shown; [ ] = remark or other dose. Unless noted, calls come from the whole dose curve; as a rule, active = well fitted inhibition curve with a large enough effect; inconclusive = small, poorly fitted or top-dose-only effect; inactive = no such curve, though single readings can be large or run the other way. Not all compounds are listed; the hit share may differ from the screen's.

SMILES	IDH1 R132H inh	TRHR agonist	D2 ag	TRHR enhancer	D2 antag	USP1-UAF1 inh	TrxR1 substrate	TrxR1 inh	Pin1 inhibitor
O=C(O)CCC(NC(=O)c1cncc(O)c1)C(=O)O (stereo unspecified)	-0.6%	0.1	-0.9	-1.1	-15.2	-15.0%	26.8%	10.6%	0.2%
Cc1ccccc1NC(=S)NC1CCCC1	1.3%	0.2	0.3	1.7	-2.6	?	11.0%[57.1 µM]	18.1%[57.1 µM]	5.6%
CCOC(=O)c1c(N)sc2c1CCC(CC)C2 (stereo unspecified)	7.9%	-0.8	0.9	-1.4	-13.5	-2.9%	-14.7%	-9.5%	0.5%
Cc1cc(NC(=O)c2nn(C)c(C)c2Br)no1	-1.2%	0.5	0.7	-4.6	6.2	-11.8%	-10.3%	-5.9%	9.8%
C/C(O)=C(\N=Nc1cc(C)ccc1O)C(N)=O	4.3%	2.8	0.8	-3.0	-4.8	-2.8%	0.1%[57.1 µM]	16.2%[57.1 µM]	4.9%
Cc1ccc(C)c(OCC(=O)Nc2cc(NC(=O)COc3cc(C)ccc3C)cc(C(=O)O)c2)c1	0.1%	0.3	0.0	-7.0	2.0	-2.0%	-5.3%[57.1 µM]	2.4%[57.1 µM]	?
CCC(C)NC(=O)CN(C)S(=O)(=O)c1ccc2c(c1)c(=O)n(C)c(=O)n2C (stereo unspecified)	15.3%	0.1	0.4	-2.3	6.0	-20.8%	4.1%	6.8%	-3.6%
CC(C)C(NS(=O)(=O)c1cccc(C(F)(F)F)c1)C(=O)N1CCc2ccccc2C1 (stereo unspecified)	5.1%	-0.6	0.7	-11.1	3.3	-25.4%	2.2%	18.0%	-3.0%
Cc1cc(S(=O)(=O)N2CCOCC2)c(C)s1	-4.9%	0.1	0.2	-1.0	-1.1	-9.9%	-4.6%	18.1%	0.3%
CCC1CCCCN1CCCNC(=O)c1ccc2c(c1)N(Cc1c(F)cccc1Cl)C(=O)CS2 (stereo unspecified)	-5.7%	-0.1	0.0	-1.6	11.6	-14.7%	-0.3%	19.5%	-2.3%
CCOC(=O)c1c(C)[nH]c(C(=O)COC(=O)CCS(=O)(=O)c2ccc(C)cc2)c1C	-2.0%	0.2	-0.3	-2.0	7.9	-23.5%	5.0%	25.0%	-4.4%
O=c1[nH]nc(Cc2ccccn2)c2ccccc12	0.9%	0.3	1.1	-0.9	6.2	-11.6%	9.6%[57.1 µM]	20.0%	-2.7%
CCCn1c(SC2C(=O)CC(C)(C)CC2=O)nc2c1c(=O)n(C)c(=O)n2C	4.8%	0.0	-0.3	1.5	7.1	-26.7%	-3.2%	4.9%	-9.3%
C=C(C)C1CC=C(C)/C(=N\NC(=S)Nc2ccc(C)cc2)C1 (stereo unspecified)	-1.0%	0.1	2.4	-0.5	-8.5	-8.2%	-4.9%	-10.4%	1.4%
Cc1ccc(-c2ccc(SCC(=O)Nc3cc(C)on3)nn2)cc1	-3.3%	0.6	2.7	2.3	-2.0	-11.5%	-5.7%[57.1 µM]	17.9%	5.3%
Cc1cc(C)n2c(SCC(=O)NC3CCCCC3)nnc2n1	-4.3%	0.7	0.4	1.4	-9.8	-11.0%	-1.2%	17.1%	1.5%
O=C(CCSc1ccc(Cl)cc1)NCc1ccncc1	0.6%	-1.5	0.7	-3.9	-2.6	-16.9%	4.8%	9.2%	-9.6%
Cc1oc(C(C)(C)C)cc1C(N)=O	-10.5%	-1.9	-0.4	7.9	-10.2	1.0%	-8.3%	-2.3%[57.1 µM]	-2.0%
C=CCSc1nnc2nc3c(nn12)c1cc(C)ccc1n3CC=C	10.5%	0.7	-1.6	3.5	-20.2	-7.2%	-4.2%	-23.1%	?
C[C@@H]1CN([C@H](C)CO)C(=O)Cc2cc(NS(=O)(=O)c3ccc(F)cc3)ccc2O[C@H]1CN(C)Cc1ccc(C(=O)O)cc1	0.9%	·	·	·	·	-12.6%	5.8%	12.5%[57.1 µM]	1.3%
CCC(C(=O)O)P(=O)(c1ccc(Cl)cc1)c1ccc(Cl)cc1 (stereo unspecified)	0.0%	1.6	0.8	-3.5	-3.9	-5.7%	1.8%	10.8%	-1.1%
Cc1cc2nc(-c3ccccn3)c(-c3ccccn3)nc2cc1C	·	-0.3	-1.1	10.0	-4.9	·	·	·	·
CCOC(=O)C1CCCN(S(=O)(=O)c2ccc3c(c2)NC(=O)CO3)C1 (stereo unspecified)	2.4%	-0.4	0.6	-11.3	2.3	-6.2%	5.1%	12.0%	-1.7%
Cc1cc(C)nc(NN=CC2=C(N3CCOCC3)/C(=C/c3ccc(Cl)cc3)CC2)n1	-2.3%	·	·	·	·	-18.7%	5.4%	?	25.6%
CC(Sc1nnnn1C)C(=O)Nc1nc(-c2ccc(F)c(F)c2)cs1 (stereo unspecified)	9.8%	0.0	0.0	6.5	15.8	-13.0%	0.6%	1.3%	-1.9%
CC(Oc1ccccc1)C(=O)Nc1nnc2n1CCS2 (stereo unspecified)	5.7%	0.9	-0.5	1.1	·	-8.2%	-1.7%[57.1 µM]	6.5%[57.1 µM]	1.8%
COc1cc([N+](=O)[O-])ccc1NC(=O)/C=C/C(=O)O	1.2%	0.1	-1.8	20.2	6.3	-23.9%	-12.8%	19.0%[57.1 µM]	-11.2%
Cn1c(N)c(C(=O)c2cc(-c3ccccn3)nc3ccccc23)c(=O)[nH]c1=O	0.3%	-0.3	1.2	4.1	4.1	-8.4%	-6.2%	12.8%[57.1 µM]	1.4%
Cc1ccc(N(Cc2cc(=O)[nH]c3ccccc23)C(=O)CCl)cc1	-20.4%	-0.7	0.6	-5.5	2.5	-26.4%	5.2%[57.1 µM]	?	·
O=S(=O)(NCCOc1ccccc1Cl)c1ccc2oc3ccccc3c2c1	19.2%	·	·	·	·	?	1.8%[57.1 µM]	3.3%[57.1 µM]	37.6%[activator]
CCCCS(=O)(=O)NC1=NCN(CC)CN1	3.7%	-1.1	0.3	-0.7	-41.0	-0.3%	9.6%[57.1 µM]	26.5%[57.1 µM]	1.2%
Cc1ccccc1C(=O)Oc1cccc(Nc2ncnc3ccccc23)c1	2.2%	·	·	·	·	-11.0%	35.3%	9.8%[57.1 µM]	17.2%
O=C(CCN1CCN(Cc2ccccc2)CC1)NNC(=O)Nc1cccc(Cl)c1	-2.9%	1.3	0.2	-1.4	-16.9	-15.7%	-2.1%	11.3%	3.1%
COc1ccc2cc(C(=O)C3CCCN(C(=O)Cc4c(C)noc4C)C3)ccc2c1 (stereo unspecified)	7.0%	-1.4	1.1	-2.8	5.4	-13.3%	226.4%[activator]	7.6%	-1.2%
O=C(CCCl)Nc1cccc2cccnc12	·	0.6	·	-1.8	·	·	8.8%	12.6µM*	-2.5%
Cc1ccc(S(=O)(=O)NNC(=O)CCC(=O)Nc2ccc(C)c(C)c2)cc1	4.9%	0.0	0.5	-10.6	31.5*	-19.1%	19.0%[57.1 µM]	35.1%[57.1 µM]	1.3%
Cc1cc(C(=O)NCc2ccccc2F)cs1	1.2%	-0.4	-1.0	-1.5	-18.8	3.9%	9.4%[57.1 µM]	21.5%	1.4%
CC1CCCC(NC(=O)COC(=O)c2cc3ccccc3oc2=O)C1C (stereo unspecified)	4.6%	·	·	·	·	-10.3%	14.9%	7.5%	-8.3%
Cc1cccn2c(=O)c3cc(C#N)c(=N)n(CCN4CCOCC4)c3nc12	-3.1%	0.1	·	32.1*	·	4.0%	36.1%[activator]	-2.6%	6.1%
CCc1ccc(NC(=O)c2nnn(Cc3cccc(C(F)(F)F)c3)c2N)cc1	0.0%	-0.8	-0.8	3.1	·	-7.2%	17.6%	42.4%[activator]	-5.5%

Of the compounds above, six have an aryl thioether with sulfur outside any ring.
SMILES	IDH1 R132H inh	TRHR agonist	D2 ag	TRHR enhancer	D2 antag	USP1-UAF1 inh	TrxR1 substrate	TrxR1 inh	Pin1 inhibitor
CCCn1c(SC2C(=O)CC(C)(C)CC2=O)nc2c1c(=O)n(C)c(=O)n2C	4.8%	0.0	-0.3	1.5	7.1	-26.7%	-3.2%	4.9%	-9.3%
Cc1ccc(-c2ccc(SCC(=O)Nc3cc(C)on3)nn2)cc1	-3.3%	0.6	2.7	2.3	-2.0	-11.5%	-5.7%[57.1 µM]	17.9%	5.3%
Cc1cc(C)n2c(SCC(=O)NC3CCCCC3)nnc2n1	-4.3%	0.7	0.4	1.4	-9.8	-11.0%	-1.2%	17.1%	1.5%
O=C(CCSc1ccc(Cl)cc1)NCc1ccncc1	0.6%	-1.5	0.7	-3.9	-2.6	-16.9%	4.8%	9.2%	-9.6%
C=CCSc1nnc2nc3c(nn12)c1cc(C)ccc1n3CC=C	10.5%	0.7	-1.6	3.5	-20.2	-7.2%	-4.2%	-23.1%	?
CC(Sc1nnnn1C)C(=O)Nc1nc(-c2ccc(F)c(F)c2)cs1 (stereo unspecified)	9.8%	0.0	0.0	6.5	15.8	-13.0%	0.6%	1.3%	-1.9%

From PubChem BioAssay
